Screening data from PubChem.
GPR55 beta-arrestin: GPR55 agonists via beta-arrestin recruitment, primary screen, imaging, U2OS cells, beta-arrestin-GFP redistribution (AID 1961) | G-protein coupled receptor 55 (Homo sapiens) | U2OS GPR55 beta-arrestin-GFP redistribution imaging; higher % means a stronger effect | one-dose activation, % at 10 µM; EC50 in µM for titrated hits | hit rate 0.048% among 290,000;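 active means activation above 40% with more than 50 cells counted in the well; inconclusive means wells holding fewer than 50 cells, flagged as toxic or sparse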;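 further: U2OS osteosarcoma cells stably expressing GPR55 and beta-arrestin-GFP; plate controls were DMSO negative control for no effect and LPI positive control for full effect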
KOR beta-arrestin-1: KOR antagonists, beta-arrestin recruitment, cell-based, luminescence, uHTS (AID 1778). inhibition, % at 10 µM; hits with a dose series show IC50 in µM. Kappa-type opioid receptor (Homo sapiens). hit rate 0.091% among 290,000. KOR beta-arrestin recruitment, luminescence, antagonist mode; higher % means a stronger effect; further: strong numbers were not always called active
NOD2 inhibition: NOD2 signaling inhibitors, cell-based, luminescence, uHTS, HEK293 (AID 1566) | HEK293 NOD2/NF-kB luciferase reporter, luminescence; higher % means a stronger effect | inhibition, % at 4 µM, or EC50 in µM where a hit was titrated | hit rate 0.63% among 290,000; further: many of its hits are not listed in these tables
NOD1 NF-kB reporter: NOD1 signaling inhibitors, primary screen, cell-based, luminescence, uHTS (AID 1578). inhibition, % at 4 µM, or EC50 in µM where a hit was titrated. hit rate 1% among 290,000. NOD1-driven NF-kB luciferase reporter cells, luminescence; higher % means a stronger effect; in the data active means inhibition mostly above about 36%, no sharp cut-off; inactive means mostly below about 34%;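 further: HEK-293T reporter cells stimulated with the NOD1 agonist gamma-tri-DAP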
NTR1 ag: agonists of NTR1, primary screen, imaging, U2OS cells, beta-arrestin-GFP, high content (AID 493036); activation, % at 20 µM; hit rate 0.17% among 330,000; Neurotensin receptor type 1 (Homo sapiens), P30989; NTR1-U2OS beta-arrestin-GFP spot imaging, agonist mode;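 active means activation at or above 40% of the spot to cytoplasm intensity ratio, with at least 20 cells analyzed; inconclusive means wells under 20 cells, flagged as cytotoxic or low count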;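 further: 0% = DMSO without peptide and 100% = 100 nM NTR1 peptide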
Target sequence (P30989 whole entry, looked up): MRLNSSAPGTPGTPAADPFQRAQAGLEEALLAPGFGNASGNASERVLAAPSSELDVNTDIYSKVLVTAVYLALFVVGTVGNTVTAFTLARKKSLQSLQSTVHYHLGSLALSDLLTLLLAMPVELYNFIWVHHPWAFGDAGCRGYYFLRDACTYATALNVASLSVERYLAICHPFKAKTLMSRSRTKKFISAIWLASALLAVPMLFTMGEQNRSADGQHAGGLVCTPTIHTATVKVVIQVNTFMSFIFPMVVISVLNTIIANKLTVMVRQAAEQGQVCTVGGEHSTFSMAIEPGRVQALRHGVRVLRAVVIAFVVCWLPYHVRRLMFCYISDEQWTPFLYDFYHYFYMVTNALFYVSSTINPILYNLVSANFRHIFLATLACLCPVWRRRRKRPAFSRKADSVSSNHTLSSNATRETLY
Myeloid diff MLP: induction of myeloid progenitor differentiation, primary screen, cell-based, flow cytometry, MLPCN library; ER-HoxA9 myeloid progenitors, lysozyme-GFP differentiation; calls only at 10 µM; hit rate 1% among 360,000;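 active means normalized GFP-positive differentiation at or above the plate's own cutoff, the solvent-only control mean plus 3 SD; inconclusive means no clear call, values can overlap the other calls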;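 further: cells exposed to compound for four days before flow analysis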
KOR beta-arrestin-2: KOR agonists, beta-arrestin recruitment, primary screen, cell-based, luminescence, uHTS (AID 1777) | KOR beta-arrestin recruitment, luminescence; higher % means a stronger effect | activation, % at 10 µM, or EC50 in µM where a hit was titrated | hit rate 0.02% among 280,000; in the data active means activation above about 50%, passing the limit was not always enough; further: a part of the inactive calls stands beside numbers as strong as those of hits
GPR55 antagonists: GPR55 antagonists blocking LPI-driven arrestin recruitment, primary screen, imaging, U2OS, beta-arrestin-GFP, LPI agonist (AID 2013); U2OS GPR55 beta-arrestin-GFP translocation imaging, LPI antagonism; higher % means a stronger effect; hit rate 0.13% among 290,000; inhibition, % at 10 µM, or IC50 in µM where a hit was titrated;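 active means spots per cell inhibited over 60%, with over 100 cells counted and total cytoplasm intensity under 500,000; inconclusive means wells with under 100 cells, flagged as likely toxic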;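 further: U2OS cells stably carrying GPR55 and arrestin-GFP stimulated by 5 µM LPI near EC80; imaged beta-arrestin-GFP aggregate spots per cell after agonist stimulation; plate controls were LPI-stimulated DMSO wells for no effect and DMSO wells without LPI for full effect; some results filed as inactive read as strong as hits; confirmed hits need IC50 under 10 µM and bright autofluorescent wells are also inconclusive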
T cell modulator: modulators of CD8 T cell-vesicle binding, primary screen, mouse 2C CD8+ T cells, flow cytometry; hit rate 0.068% among 330,000; calls only at 7 µM; 2C CD8+ T cell-vesicle binding; stronger effect = lower value;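 active means response, share of CD8 T cells binding vesicles, and their 90th percentile fluorescence all below set limits, cut at about 80% in these data, passing the limit was not always enough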
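Assay system: 2C TCR transgenic mouse naive CD8+ T cells, MACS-purified | Read-out: CD8+ gate FL2 mean fluorescence as % of same-row positive control | Signal: High-throughput flow cytometry with anti-B7-1 and anti-CD8 staining | Timing: Binding step 1.5 h, 37 °C, antibody labelling 20 min, ice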
T cell modulator vesicle-bound %: also measured in T cell modulator; calls as there; double positive events, %; measured here: CD8+ vesicle-bound cell fraction;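 binding gate set so that unloaded-vesicle control wells show 10% double positive cells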
NTR1 ag cell count 20 µM: second read-out of NTR1 ag, no call of its own (marks repeat the call); cell count; measured here: cell count, cytotoxicity flag
Myeloid diff MLP GFP+ MAC1+ %: recorded beside Myeloid diff MLP, whose call it bears; GFP+ MAC1+ double positive, %; measured here: differentiation confirmed by MAC1 staining
Starred values were filed as active, the others as inactive; i = inactive; ? = inconclusive; . = no result given; + = active, no number; [ ] = remark or other dose. Unless noted, no stated cut-off is given here; in the data, active means inhibition above about 50%; inactive means the rest.

SMILES	GPR55 beta-arrestin	KOR beta-arrestin-1	NOD2 inhibition	NOD1 NF-kB reporter	NTR1 ag	NTR1 ag cell count 20 µM	Myeloid diff MLP	Myeloid diff MLP GFP+ MAC1+ %	KOR beta-arrestin-2	GPR55 antagonists	T cell modulator	T cell modulator vesicle-bound %
S=c1[nH]c2cc3c(cc2[nH]1)OCCO3	-0.2%	32%	-10%	2%	-0.7	52	i	0.9	-1.0%	13%	i	35
COCc1cc(C)nc(N/N=C/c2ccc(-c3ccc(Cl)cc3[N+](=O)[O-])o2)c1C#N	-0.3%	-7%	0%	-59%	.	.	i	0.1	-4.4%	8%	.	.
COc1cc2c(cc1OC)C(c1ccccc1C(F)(F)F)CC(=O)N2 (configuration not stated)	0.5%	-4%[20 µM]	-1%	-10%	-0.1	52	i	0.6	-4.7%	4%	i	46
Cc1nn(-c2ccccc2)c(Oc2ccc(F)cc2)c1/C=N/n1cnnc1	0.3%	36%	15%	-6%	1.5	70	i	0.5	-11%	1%	i	18
COCC(C)NC(=O)c1ccc(Cl)c(Cl)c1 (configuration not stated)	-0.5%	-26%	10%	1%	0.8	94	i	2.5	-2.0%	4%	i	9
Cn1c(=O)[nH]c(=O)c2c1ncn2CCN1CCCCC1	-0.2%	.	-6%	19%	2.7	43	i	0.9	.	10%	i	55
Oc1cccc(/C=N/Nc2cccc3cccnc23)c1	-0.1%	-10%	-223%	-67%	5.7	106	i	0.3	-7.1%	11%	.	.
CC(C)OCCCNc1ncc2c(n1)CC(c1cccs1)CC2=O (configuration not stated)	0.0%	7%	-11%	-28%	0.6	97	i	0.6	-2.8%	0%	i	22
CCCCC(=O)Nc1ccc2c(c1)OCCO2	0.2%	-1%	-22%	-14%	0.8	79	i	0.7	0.2%	2%	i	44
OCCC1CN(Cc2ccc(C(F)(F)F)cc2)CCN1Cc1ccccc1 (configuration not stated)	0.0%	7%[20 µM]	-10%	-32%	1.0	42	i	0.5	1.4%	0%	i	17
COCCC(=O)N1CCC(C(=O)Nc2ccc(Oc3ccccc3)nc2)CC1	-0.2%	-24%	3%	-33%	-0.9	60	i	1.4	1.5%	-1%	i	42
Cc1cc(C)c2[nH]c(=O)c(CN(CC3CCCO3)C(=S)Nc3ccccc3)cc2c1 (configuration not stated)	0.3%	-9%	4%	-21%	-0.5	38	i	0.2	6.0%	2%	i	38
Cc1oc(-c2ccccc2F)nc1CS(=O)(=O)CC(=O)N1CCCCCC1	-0.2%	2%	29%	-15%	2.1	62	i	3.0	-2.1%	-1%	i	37
Cc1ccc(C2C3=C(CCCC3=O)N=C3c4ccccc4C(=O)C32)cc1 (configuration not stated)	0.2%	3%	6%	-3%	-2.1	46	i	0.4	5.1%	10%	i	30
CC(=O)N1c2ccc(S(=O)(=O)N3CCCCC3)cc2CC1C (configuration not stated)	-0.1%	1%	15%	-14%	1.0	68	?	.	2.8%	-4%	i	54
CCN(CC)S(=O)(=O)c1ccc(N2CCCCC2)c(C(=O)Nc2ccccc2N2CCOCC2)c1	-0.1%	-24%	13%	49%	2.7	67	i	2.0	-2.0%	-2%	i	53
O=C(Nc1ccc([N+](=O)[O-])cc1)C(Cc1ccccc1)N1C(=O)c2cccc3cccc(c23)C1=O (configuration not stated)	-0.1%	-64%[20 µM]	-16%	-38%	1.6	88	i	0.9	-3.1%	-5%	i	1
CC(C)CC(=O)Nc1cccc(-c2csc(-c3ccccc3)n2)c1	0.3%	-8%	2%	-1%	5.1	57	i	0.3	4.3%	7%	i	33
CCOC(=O)c1c(NC(=O)CCS(=O)(=O)c2ccccc2)sc2c1CC(C)(C)NC2(C)C	-0.1%	2%	14%	-31%	1.0	48	i	17	13%	18%	i	34
Cc1onc(-c2ccccc2Cl)c1C(=O)N1CCC(Cc2ccccc2)CC1	-0.2%	0%	14%	10%	2.0	57	i	9.5	-1.5%	0%	i	50
O=C(COC(=O)CCC(=O)c1cccs1)NC(=O)c1ccc(OC(F)F)cc1	-0.4%	6%	8%	-17%	-0.8	49	i	0.4	-3.9%	6%	i	23
COc1cc(/C=C(\C#N)c2ccccn2)ccc1OCC(=O)Nc1c(Cl)cccc1Cl	0.1%	-16%	11%	-6%	.	.	i	1.7	2.8%	11%	i	27
COc1ccc(C(CC(=O)O)NC(=O)C2CCCCC2)cc1 (configuration not stated)	0.0%	22%	11%	19%	0.1	88	i	0.6	-0.4%	-10%	i	27
CCN1C(=O)C(CC(=O)NC)N(NC(=O)c2ccccc2)C1=S (configuration not stated)	-0.3%	0%	18%	46%	-0.5	45	i	1.5	15%	-4%	i	25
CCOC(=O)C(=O)Nc1sc(C(=O)N2CCOCC2)c(C)c1C#N	-0.1%	5%[20 µM]	-4%	-26%	2.1	50	i	0.6	.	12%	i	56
Cc1cccc(N2C(=O)CC(Sc3nnc(C)s3)C2=O)c1 (configuration not stated)	-0.4%	-2%	5%	-33%	-0.5	38	i	0.7	-7.2%	5%	i	39
CN1CCN(c2ccc([N+](=O)[O-])cc2S(=O)(=O)N2CCOCC2)CC1	1.1%	-25%	-7%	1%	-2.0	74	i	0.4	6.0%	5%	i	50
Cc1[nH]c(=S)sc1Cc1ccc(F)cc1	0.0%	-1%	3%	-11%	-1.1	71	i	1.6	-0.2%	6%	i	49
O=C(/C=C/c1ccc([N+](=O)[O-])cc1)N1CCN(Cc2ccccc2)CC1	-0.2%	5%	8%	-4%	-0.9	57	i	0.2	-1.6%	12%	i	28
Cn1nc(C(=O)Nc2sccc2C(N)=O)ccc1=O	-0.2%	-1%	-11%	-16%	-2.2	97	i	1.8	6.5%	-6%	i	30

An excerpt from above, limited to NTR1 ag:
| SMILES | NTR1 ag |
| --- | --- |
| Cc1cccc(N2C(=O)CC(Sc3nnc(C)s3)C2=O)c1 (configuration not stated) | -0.5 |
| O=C(/C=C/c1ccc([N+](=O)[O-])cc1)N1CCN(Cc2ccccc2)CC1 | -0.9 |
| CCOC(=O)C(=O)Nc1sc(C(=O)N2CCOCC2)c(C)c1C#N | 2.1 |
| Cn1nc(C(=O)Nc2sccc2C(N)=O)ccc1=O | -2.2 |

Continued:
SMILES	GPR55 beta-arrestin	KOR beta-arrestin-1	NOD2 inhibition	NOD1 NF-kB reporter	NTR1 ag	NTR1 ag cell count 20 µM	Myeloid diff MLP	Myeloid diff MLP GFP+ MAC1+ %	KOR beta-arrestin-2	GPR55 antagonists	T cell modulator	T cell modulator vesicle-bound %
Cc1ccc(S(=O)(=O)N2CCC(=O)N(C(COCc3cccc(C(F)(F)F)c3)Cc3ccccc3)CC2)cc1 (configuration not stated)	1.8%	-31%	6%	-15%	6.1	86	i	3.4	-0.6%	8%	.	.
COc1ccc(-c2noc(-c3ccc(Br)o3)n2)cc1OC	0.2%	31%	-32%	-42%	6.5	87	i	1.1	-1.7%	-10%	i	55
CN1CCN(CCC(=O)N/N=C/c2ccccc2F)CC1	-0.1%	10%	14%	3%	2.8	62	i	0.2	1.6%	2%	i	62
Cc1cc(Cl)c2oc(C(=O)N(C)CC3CCOCC3)c(C)c2c1	0.2%	-42%	-12%	-20%	0.2	59	i	0.4	3.4%	-16%	i	58
COc1ccc(CCNS(=O)(=O)c2c(N)n(C)c(=O)n(C)c2=O)cc1OC	-0.4%	14%	9%	-19%	-2.6	83	i	0.4	-4.3%	-4%	i	62
COc1ccc(CC(=O)N2CCN(c3ccc(F)cc3)CC2)cc1	-0.2%	-11%	2%	11%	-0.4	47	i	0.7	-3.0%	-12%	i	9
Cc1ccc(C(=O)N/C(=C\c2ccc(F)cc2)C(=O)NCCCn2ccnc2)cc1	-0.2%	22%	2%	27%	-0.5	52	i	0.6	7.5%	11%	i	19
CCCCCC(O)CCC(=O)NNC1=CC(=O)CC(C)(C)C1 (configuration not stated)	-0.5%	-17%	6%	-12%	-0.3	65	i	1.1	2.9%	10%	i	31
COCCn1c(C)cc(C(=O)CN2C(=O)NC3(CCCCCCC3)C2=O)c1C	0.2%	-21%	-60%	-72%	-0.8	42	i	5.6	3.4%	-8%	+	.
CC(=O)N1CCN(C(=O)Cn2c(=O)oc3ccccc32)CC1	-0.1%	8%	8%	-4%	2.8	55	i	1.1	-1.4%	6%	i	38
O=C(COC(=O)C1CC1)NCc1ccccc1Cl	0.0%	-14%	4%	-11%	0.7	88	i	0.5	-0.4%	3%	i	44
COc1ccc2ccccc2c1/C=N/NC(=O)c1ccccc1F	-0.3%	-38%[20 µM]	20%	8%	8.3	61	i	0.8	-1.9%	-10%	i	58
CC1CCN(CCCNC(=O)c2nn(C)c3c2CS(=O)(=O)c2ccccc2-3)CC1	-0.1%	-37%	-21%	-2%	-1.5	48	i	2.0	5.4%	12%	i	21
CCN(CC)C(=O)COc1ccc2c(-c3ccccc3)cc(=O)oc2c1	-0.2%	7%	10%	-9%	-0.1	55	i	0.9	-2.7%	2%	i	52
COc1ccc(NC(=O)CSc2nnc(-c3ccccc3)n2N)cc1	-0.2%	-34%	19%	-27%	-0.4	72	i	0.6	-6.9%	7%	i	56
O=C1CCN(S(=O)(=O)c2ccc(Cl)cc2)CCN1	0.3%	32%	21%	-2%	1.2	57	i	1.6	-1.7%	7%	i	21
C/C(=N\OC(=O)Nc1ccc(Cl)cc1)c1ccc(F)c(F)c1	-0.1%	10%	-5%	0%	1.3	98	i	1.1	-1.3%	10%	i	8
O=C(NCCc1ccc(F)cc1)Nc1ccccc1	-0.1%	-21%[20 µM]	-14%	-27%	0.4	75	i	0.0	-3.9%	-6%	i	31

An excerpt. The share of hits here may be higher or lower than overall.
